uPA generation – inhibitors of cell surface uPA generation | actives 0.31% (n = 330,000) | Potency, µM (top dose mostly 38.3 µM), inactives show at the top dose activity change, negative = inhibition, most hits filed as inhibitors | cell surface uPA generation assay, qHTS; active = well fitted inhibition curve with a large enough effect; inconclusive = small, poorly fitted or top-dose-only effect; inactive = no such curve, though single readings can be large or run the other way; tested in mouse RAW 264.7 cells; note: potency is the fitted concentration of half-maximal effect; % is set by controls: 0 for no effect and ±100 for the full control effect; nearly all actives have a fitted effect of over 55% in size
B2AR arrestin – recruits beta-arrestin to the human beta2-adrenergic receptor; P07550; beta-arrestin recruitment to beta2AR, cell-based reporter; Potency, µM (titrated, usually from 46.1 µM), for inactives: at the highest dose activation, most hits filed as activators; actives 0.02% (n = 330,000); AID 492947;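 note: potency is the fitted concentration of half-maximal effect; 0% = DMSO controls and full agonism = EC100 isoproterenol or metaproterenol; nearly all actives have a fitted effect of over 65% in size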
Mito fusion act – mitochondrial division inhibition or fusion activation | S. cerevisiae fusion-defective mutant growth rescue, CellTiterGlo 48 h | Potency, µM (doses to about 46.1 µM), without a hit: at the highest dose growth rescue (activation), actives largely listed as activators | actives 0.23% (n = 320,000);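 note: potency is the fitted concentration of half-maximal effect; % of control where 0% means no effect; nearly all actives have a fitted effect of over 45% in size; temperature-sensitive fusion mutants such as fzo1-1 at 37 °C on non-fermentable ethanol glycerol medium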
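Luminescent cell viability in 1536-well qHTS format served as the measure of rescued growth in ts fusion-mutant S. cerevisiae cultured on non-fermentable YPEG for 48 hours at 37C.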
Tb PFK block – T. brucei PFK enzyme inhibition; O15648; T. brucei PFK, ADP-Glo luminescence; Potency, µM (highest dose often 57.5 µM), without a hit: at the highest dose activity, negative = inhibition, actives largely listed as inhibitors; actives 0.17% (n = 330,000);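 note: potency is the fitted concentration of half-maximal effect; 0% = uninhibited 1x PFK enzyme wells and -100% = no-enzyme wells; nearly all actives have a fitted effect of over 60% in size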
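ADP-Glo luminescence quantified ADP after 45 min at room temperature, with 1.25 nM T. brucei PFK, 0.1 mM ATP and 0.5 mM fructose-6-phosphate in pH 8.0 TEA buffer. qHTS titrations up to 57 µM; curves classified by quality.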
USP2a block – USP2a (human) protease inhibition; O75604; USP2 core, Ub-CHOP2 coupled fluorogenic reporter, 485/531; Potency, µM (top dose mostly 38.3 µM), inactives show at the top dose activity change, negative = inhibition, hits mostly inhibitors; actives 0.01% (n = 330,000); AID 463254;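 note: potency is the fitted concentration of half-maximal effect; plate controls were DMSO wells for no effect and full inhibition by NEM control for full effect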
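USP2 core (10nM final) preincubated 30min RT with compound in 20mM Tris-HCl pH 8.0, 2mM CaCl2, 2mM beta-mercaptoethanol, 0.05% CHAPS; 25nM Ub-CHOP2 plus 25nM reporter substrate added, fluorescence (Ex485/Em531) read after 60min.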
TCR activator – activates T cell receptor signaling | primary human leukocytes, anti-CD3, IL-2 HTRF, 48 h | Potency, µM (titrated, usually from 9.22 µM), inactives show top-dose activation of IL-2 secretion, hits mostly activators | 330,000 tested, under 10 active; note: % of control where 0% means no effect
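Primary human leukocytes receive a-CD3 beads and test compound and are incubated 48 hr. Secreted IL-2 is then assayed by HTRF, measuring 665nm acceptor emission after 320nm excitation of the europium donor.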
TSHR antag – antagonists of human thyroid stimulating hormone receptor | activity change, negative = inhibition, % at 11.5 µM | TSHR-expressing cells, TSH-stimulated cAMP HTRF, 2 h; hits give low values | actives 0.2% (n = 330,000) | P16473;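 active = activity change below a set negative limit, meaning inhibition stronger than a set level, cut at about -70% in these data; inconclusive = activity change between two set negative limits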; note: % is set by controls: 0 for no effect and ±100 for the full control effect
Target sequence (P16473 whole entry, looked up): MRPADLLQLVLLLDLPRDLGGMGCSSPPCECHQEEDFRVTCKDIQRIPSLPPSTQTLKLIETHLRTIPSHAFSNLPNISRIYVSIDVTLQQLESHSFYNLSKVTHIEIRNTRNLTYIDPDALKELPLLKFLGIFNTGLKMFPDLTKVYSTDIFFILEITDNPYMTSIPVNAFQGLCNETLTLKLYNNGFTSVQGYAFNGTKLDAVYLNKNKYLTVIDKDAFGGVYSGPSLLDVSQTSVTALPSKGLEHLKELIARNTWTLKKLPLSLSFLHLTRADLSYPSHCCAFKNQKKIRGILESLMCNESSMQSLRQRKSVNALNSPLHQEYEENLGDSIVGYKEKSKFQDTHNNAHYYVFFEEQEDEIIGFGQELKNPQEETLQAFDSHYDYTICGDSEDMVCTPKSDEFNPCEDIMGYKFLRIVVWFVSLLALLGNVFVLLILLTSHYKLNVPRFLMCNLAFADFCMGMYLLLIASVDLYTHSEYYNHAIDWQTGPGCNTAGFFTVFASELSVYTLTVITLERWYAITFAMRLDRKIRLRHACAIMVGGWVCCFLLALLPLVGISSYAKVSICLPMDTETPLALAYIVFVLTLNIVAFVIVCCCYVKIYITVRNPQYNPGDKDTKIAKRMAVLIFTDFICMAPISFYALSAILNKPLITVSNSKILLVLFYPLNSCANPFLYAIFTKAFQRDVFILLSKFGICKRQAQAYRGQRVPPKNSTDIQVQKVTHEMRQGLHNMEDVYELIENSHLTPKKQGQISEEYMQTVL
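Antagonism was scored as loss of TSH-driven cAMP in TSHR cells, stimulated with 4nM TSH (EC80) for 2 hours at 37 deg C and detected by homogeneous HTRF competition immunoassay.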
Eya2 phos inh – Eya2 (human) phosphatase inhibition; AID 488837; O00167; actives 0.006% (n = 330,000); Potency, µM (series often up to 76.9 µM), without a hit: top-dose activity, negative = inhibition, actives largely listed as inhibitors; recombinant Eya2, OMFP fluorescence dephosphorylation (OMFP is methylfluorescein phosphate); note: potency is the fitted concentration of half-maximal effect; % is set by controls: 0 for no effect and ±100 for the full control effect
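Eya2 (0.2 uM) preincubated 10 min at ambient with compound, then OMFP substrate added at 50 uM; 10 min reaction in 50 mM HEPES pH 7.5, 50 mM NaCl, 5 uM MgCl2, 0.05% BSA, 1 mM DTT. Fluorescence read at Ex 485/Em 525 nm.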
Chronic BCR inh – inhibitors of chronic active B-cell receptor signaling; ABC-DLBCL IkBa-CBG/CBR reporter, luminescence ratio, 4 h; actives 0.05% (n = 340,000); Potency, µM (series often up to 46.1 µM), for inactives: at the top dose ratio change, negative = lower green/red ratio, hits mostly inhibitors; AID 493014; active = well fitted inhibition curve with a large enough effect in the signal ratio, with a control signal flat, not every such curve was filed as active; inconclusive = small, poorly fitted or top-dose-only effect, or effect the other way, or a change in a side signal; the % refers to the signal ratio;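 note: potency is the fitted concentration of half-maximal effect; plate controls were basal doxycycline-induced cells for no effect and cells given 10 µM MG132 for full effect; MG132 reads +100%, hits lower the ratio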
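TMD8 human ABC-DLBCL cells with doxycycline-inducible IκBα–green luciferase fusion and unfused red luciferase, in 0.5% FBS medium; compounds up to 46 uM, 4 h at 37C. Green/red luminescence ratio, filter-overlap corrected, fitted to concentration-response curves.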
ELG1 repair inh – ELG1-dependent DNA repair inhibition | HEK293T ELG1-luciferase reporter, luminescence, 16 h; DNA damage induced by 5-fluorouridine | Potency, µM (top dose mostly 46.1 µM), for the others: top-dose activity change, negative = inhibition, hits mostly inhibitors | actives 2.3% (n = 330,000) | AID 504467; note: potency is the fitted concentration of half-maximal effect; % is set by controls: 0 for no effect and ±100 for the full control effect; nearly all actives have a fitted effect of over 55% in size
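DMSO vehicle served as the neutral condition. Each well held 2,000 cells given 5-fluorouridine plus compound; after 16 hr at 37 °C/5% CO2, ONE-Glo was added and luciferase measured 30 min later.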
TSG101-PTAP inh – blocks PTAP/TSG101 interaction to inhibit HIV-1 budding. 340,000 tested, under 10 active. Q99816. Potency, µM (highest dose often 115 µM), inactives show at the highest dose activity change, negative = inhibition, hits mostly inhibitors. Fluorescence polarization, FITC-PTAP peptide / Tsg101 binding; active = well fitted inhibition curve with a large enough effect in the main read-out, with a control signal flat, not every such curve was filed as active; inconclusive = small, poorly fitted or top-dose-only effect, or effect the other way, or a change in a side signal; inactive = no such curve, though single readings can be large or run the other way; note: potency is the fitted concentration of half-maximal effect; % of control where 0% means no effect
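Steps: Tsg101 binding domain dispensed (10 uM final), compounds pinned in DMSO, FITC-labeled PTAP-motif peptide added (50 nM final); after 20 min binding at room temperature, polarization measured.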
The depositor's hits bear a star; ? = inconclusive; / = no result given; [ ] = another dose, or the depositor's remark. Unless noted, calls come from the whole dose curve; as a rule, active = well fitted curve in the direction sought with a large enough effect; inconclusive = small, poorly fitted or top-dose-only effect, or another doubt; inactive = no such curve, though single readings can be large; an effect the other way counts as inactive or inconclusive. Compounds as they come; 3% or so of the library scored in one or more.

SMILES | uPA generation | B2AR arrestin | Mito fusion act | Tb PFK block | USP2a block | TCR activator | TSHR antag | Eya2 phos inh | Chronic BCR inh | ELG1 repair inh | TSG101-PTAP inh
CN(CC(=O)Nc1ccc(Cl)cc1)C(=O)Cc1c(F)cccc1Cl | -2.3% | 0.0% | -1.3% | -8.4% | -1.8% | -0.5% | 7.8 | -9.0% | 0.8% | 0.3% | 3.3%
CC(C)(C)c1ccccc1NC(=S)NC1CCCCC1 | -1.3% | -0.9% | ? | 7.5% | -2.4% | -11.2% | -2.1 | -0.9% | ? | -17.3% | -0.3%
CCCC[C@@H]1CNC(=S)N1CCc1cccc(F)c1 | -4.3% | -0.8% | -5.2% | 0.7% | 0.3% | 3.8% | -10.0 | -11.8% | -9.2% | -2.3% | -7.0%
COc1cc(/C=N/Nc2nc3ccccc3[nH]2)ccc1O | ? | -1.5% | -6.2% | -0.2% | -0.2% | 7.2%[46.1 µM] | -15.1 | -3.6% | ? | ? | -6.5%
O=C(COc1ccc2ccccc2c1)Nc1ccc(Cc2ccncc2)cc1 | 0.7% | -0.3% | 2.2% | -4.9% | -0.9% | 5.4% | -17.3 | -0.2% | -6.5% | -27.5% | -7.8%
O=C(NCc1cccnc1)C1CCN(S(=O)(=O)c2cc(Cl)ccc2Cl)CC1 | 0.0% | 0.1% | ? | 0.3% | -1.1% | 1.6% | -1.4 | 8.5% | 1.9% | ? | -5.4%
COc1ccc(CN2CCN(c3nc4ccccc4s3)CC2)cc1 | 13.3% | -0.3% | 2.0% | -8.1% | 0.6% | 2.3% | -5.2 | 10.5% | 4.1% | ? | -2.0%
CN(C)S(=O)(=O)Oc1ccsc1C(=O)Nc1ccc(Cl)c(Cl)c1 | -2.8% | -1.2% | -0.9% | -0.8% | -4.9% | -3.6% | -13.6 | -18.0% | ? | ? | 0.8%
Cc1ccc(C)c(S(=O)(=O)NC(C)C(=O)NCc2ccccn2)c1 (configuration not stated) | 1.1% | -0.3% | -0.7% | 1.1% | 1.4% | / | 28.5 | 5.6% | 3.2% | 16.1% | 0.6%
Cc1ccc(CN(C(=O)c2c(F)cccc2F)C2CC(C)(C)NC(C)(C)C2)o1 | -8.6% | -0.2% | 0.4% | 1.6% | -1.4% | / | 7.9 | 7.4% | -0.7% | 0.9% | /
CN1C(=O)c2ccccc2OC1(C)Cc1ccccc1 (configuration not stated) | -7.0% | -0.4% | 20.6% | 1.7% | 1.0% | 1.3%[46.1 µM] | -8.2 | -3.8% | -6.7% | -1.7% | 0.1%
COCC(C)NC(=O)c1ccc(N(C)C)cc1 (configuration not stated) | -0.4% | -0.1% | 0.1% | -7.3% | 1.5% | -0.7% | -5.5 | -5.7% | 0.0% | ? | -6.4%
Cc1ccc(S(N)(=O)=O)cc1NC(=O)C(c1ccccc1)c1ccccc1 | 4.4% | -0.1% | 0.2% | 1.4% | -1.1% | -2.4% | 2.8 | -12.9% | 1.0% | -4.8% | 0.5%
COCCNC(=O)c1ccc2c(=O)n(Cc3ccco3)c(SCC(=O)NC3CCCC3)nc2c1 | -6.6% | 0.1% | -2.5% | 0.4% | 0.4% | 0.2% | 11.7 | -21.2% | 15.9% | ? | -3.0%
Cc1ccc2cccc(OC(=O)/C=C\c3ccccc3)c2n1 | 14.1% | -0.6% | -3.3% | 7.7% | 1.0% | -0.2% | -8.6 | 0.7% | 19.7% | 0.7% | -0.4%
Cc1c(C(=O)NN2CCN(C)CC2)cccc1[N+](=O)[O-] | 8.1% | -1.7% | -0.7% | -2.5% | -0.3% | 0.7% | -0.4 | 5.0% | 0.8% | -4.2% | -3.0%
Cc1cc(C)n(C(=O)CCCCCC(=O)n2nc(C)cc2C)n1 | -0.4% | -0.2% | -0.1% | -2.5% | -4.5% | 1.0%[46.1 µM] | 9.4 | -13.0% | ? | 8.4% | -4.6%
Cc1cc(=O)[nH]c2c3ccccc3nn12 | 7.1% | 0.2% | 11.9% | 0.0% | 1.5% | -10.4% | 5.9 | -1.4% | ? | 4.2% | -7.6%
Cc1ccc(/C=N\Nc2cn[nH]c(=O)c2Cl)cc1 | / | -1.5% | 7.5% | 4.3% | -0.5% | -1.1% | 10.5 | 4.1% | / | ? | -4.1%
Cc1ccc(OCCNC(=O)c2ccc(C)cc2)cc1 | 10.0% | 0.4% | -6.5% | 0.3% | 0.4% | 0.2% | 11.9 | ? | -1.0% | ? | -7.2%
C/C(CC(=O)Nc1ccc(N(C)C)cc1)=N\NC(=O)C(=O)NCc1ccccc1 | 3.2% | 0.3% | 20.4% | -2.3% | 1.7% | 5.0% | -2.3 | -1.8% | -0.3% | 11.7% | -5.2%
O=C(CCSc1ccc(Cl)cc1)NC1CCCCC1 | -2.6% | 0.4% | 2.3% | 7.5% | 0.2% | 0.9% | ? | -2.1% | 1.7% | ? | -2.7%
COc1cc(CN2CCNC(=O)C2CC(=O)NC2CCCC2)cc(OC)c1 (configuration not stated) | 3.4% | -1.0% | 2.0% | 0.7% | -2.1% | 5.1% | 16.1 | -5.6% | 5.5% | 4.3% | 0.8%
OCC1(Cc2ccccc2C(F)(F)F)CCN(Cc2ccncc2)CC1 | 0.4% | -0.5% | -6.7% | 1.6% | 1.0% | -2.7% | 5.8 | ? | -8.8% | -3.1% | -4.7%
CN1C(=O)SC(Nc2ccccc2C(=O)O)C1=O (configuration not stated) | -2.2% | 0.0% | 0.2% | 0.2% | 1.6% | -3.3% | 7.5 | -3.0% | 6.1% | 0.0% | -3.2%
Cc1ccc2oc(=O)n(CCCOc3ccccc3)c2c1 | 2.0% | -0.4% | 19.0% | -2.2% | 2.6% | / | 2.0 | -8.6% | ? | ? | -7.2%
COc1cc(C(=O)Nc2nnc(SCC(=O)NCC3CCCO3)s2)cc(OC)c1OC (configuration not stated) | 1.0% | -0.5% | -0.9% | 0.8% | 0.9% | -3.7% | 19.3 | 3.0% | 0.0% | 13.7% | -3.4%
c1ccc2nc(-c3nccs3)ccc2c1 | -4.6% | -0.2% | -1.8% | 2.6% | 3.3% | 9.1% | 6.1 | 10.6% | 8.9% | ? | -1.2%
Cc1cccc(Cn2c(N3CCN(C)CC3)nc3c2c(=O)[nH]c(=O)n3C)c1 | 1.7% | 0.3% | -3.9% | -2.6% | 1.2% | -2.5% | -5.2 | 15.3% | -1.8% | 7.5% | 1.1%
COc1ccc(C(=O)COC(=O)c2cc(C)no2)c(OC)c1 | 7.1% | -0.3% | 5.8% | ? | -0.4% | -5.6% | 2.3 | 5.3% | 6.7% | -3.6% | -4.7%
CCOc1ccccc1CSc1nc2ccccc2[nH]1 | -2.7% | 0.3% | 12.5% | 2.4% | 1.1% | 1.4%[46.1 µM] | 4.2 | -12.8% | 14.0% | -13.8% | 1.1%
CC(=O)N1CCN(Cc2nc3scc(-c4ccccc4)c3c(=O)[nH]2)CC1 | 3.7% | -0.1% | -2.8% | 2.4% | -1.1% | -2.0% | 4.9 | 13.8% | -3.4% | -7.1% | -0.3%
CCOC(=O)C1CCN(C(=O)C(=O)c2cn(CC(=O)N3CCCCCC3)c3ccccc23)CC1 | -8.9% | 0.2% | 0.1% | 0.7% | 0.8% | -5.5% | -9.9 | -1.6% | 1.8% | -18.2% | -4.9%
c1ccc(CSc2ncnc3c2cnn3Cc2ccccc2)cc1 | 4.5% | -0.7% | 6.3% | -1.5% | 2.2% | 2.0% | -6.2 | 1.3% | ? | -3.8% | -8.5%
CCOC(=O)N1CCN(S(=O)(=O)N2CCCC(C(=O)NCCc3ccc(OCC)c(OCC)c3)C2)CC1 (configuration not stated) | 3.9% | 0.1% | -1.8% | -3.2% | 0.2% | 1.1% | 12.9 | -5.3% | 12.8% | 1.6% | -1.9%
COc1ccc(CSc2nnc(C)n2N)cc1 | 3.6% | 0.4% | -3.6% | 0.6% | 1.6% | -32.2% | -2.0 | 4.2% | -0.9% | 3.3% | -4.2%

Assay outcomes from PubChem.
